# High-throughput results as filed in PubChem BioAssay.
# Rab9 prom act: activates the Rab9 promoter | Huh7 Rab9 promoter-luciferase reporter, luminescence, 24 h | Potency, µM (top dose mostly 9.22 µM), for inactives: at the highest dose activation, negative = inhibition, usual class: activators | actives 2.8% (n = 320,000) | AID 485297; also: potency is read from the fitted curve at half-maximal effect; % of control where 0% means no effect; nearly all actives have a fitted effect of over 60% in size
#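 Quantitative HTS format; Huh7 Rab9-luciferase reporter cells (1500/well) receive compound 2 h post-plating, incubate 24 h at 37 °C, then get luciferase reagent for 10 min before luminescence reading.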
# ELG1 repair inh: blocks ELG1-dependent DNA repair in HEK293T cells; HEK293T ELG1-luciferase reporter, luminescence, 16 h; DNA damage induced by 5-fluorouridine; Potency, µM (highest dose often 46.1 µM), without a hit: top-dose activity change, negative = inhibition, most hits filed as inhibitors; actives 2.3% (n = 330,000); AID 504467; also: potency is read from the fitted curve at half-maximal effect; % is scaled to controls: 0 for no effect and ±100 for the full control effect; nearly all actives have a fitted effect of over 55% in size
#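 Reporter activity after DNA damage by 5-fluorouridine is monitored. Compound-treated cells incubate 16 hr at 37 °C, then ONE-Glo is added for 30 min before luminescence reading.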
# BRCA1 expr up: BRCA1 expression activation. MCF7-BRCA1-FFLuc reporter, luminescence, 48 h; response scale: scaled: vehicle 0%, 10 µM genistein 100%. Potency, µM (doses to about 46.1 µM), without a hit: at the highest dose activation, hits mostly activators. actives 1.1% (n = 380,000); also: potency is read from the fitted curve at half-maximal effect; nearly all actives have a fitted effect of over 80% in size; some results filed as inactive show a strong effect at the top dose
#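 Using MCF7 cells harboring a BRCA1 firefly luciferase reporter, plated 2 h before compound pinning, the screen measured luminescence after 48 h incubation. Responses were normalized to DMSO and 10 microM genistein, then fitted for concentration-effect.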
# ELG1 genotoxic: induces genotoxicity in HEK293T cells with luciferase-tagged ELG1; HEK293T ELG1-luciferase reporter, luminescence, 16 h; Potency, µM (top dose mostly 46 µM), for inactives: top-dose activity change, positive = activation, most hits filed as activators; actives 1.3% (n = 330,000); also: potency is read from the fitted curve at half-maximal effect; % of control where 0% means no effect; nearly all actives have a fitted effect of over 60% in size
#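 Reporter readout depends on ELG1 protein level, which increases with genetic stress. After 16 hr compound exposure at 37 °C, luciferase activity was quantified using ONE-Glo.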
# VP16 counter: inhibits Gal4-VP16 luciferase reporter, ROR gamma counter-screen; Potency, µM (highest dose often 53.6 µM), for the others: at the top dose activity, negative = inhibition, hits mostly inhibitors; Drosophila S2 Gal4-VP16 UAS-luciferase, luminescence, 20 h; AID 2546; actives 3.5% (n = 310,000);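 also: Gal4-VP16 expression switched on by copper sulfate through the metallothionein promoter; potency is read from the fitted curve at half-maximal effect; % is scaled to controls: 0 for no effect and ±100 for the full control effect; nearly all actives have a fitted effect of over 50% in size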
# FLuc modulator: firefly luciferase modulation, counter-screen for miR-21 project; purified FLuc, Km substrates, luminescence inhibition; P08659; actives 6.9% (n = 360,000); AID 588342; Potency, µM (series often up to 57.5 µM), for inactives: at the highest dose activity change, negative = inhibition, most hits filed as inhibitors;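 also: potency is read from the fitted curve at half-maximal effect; plate controls were vehicle for no effect and reference inhibitor for full effect; nearly all actives have a fitted effect of over 55% in size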
# Target sequence (P08659 whole entry, looked up): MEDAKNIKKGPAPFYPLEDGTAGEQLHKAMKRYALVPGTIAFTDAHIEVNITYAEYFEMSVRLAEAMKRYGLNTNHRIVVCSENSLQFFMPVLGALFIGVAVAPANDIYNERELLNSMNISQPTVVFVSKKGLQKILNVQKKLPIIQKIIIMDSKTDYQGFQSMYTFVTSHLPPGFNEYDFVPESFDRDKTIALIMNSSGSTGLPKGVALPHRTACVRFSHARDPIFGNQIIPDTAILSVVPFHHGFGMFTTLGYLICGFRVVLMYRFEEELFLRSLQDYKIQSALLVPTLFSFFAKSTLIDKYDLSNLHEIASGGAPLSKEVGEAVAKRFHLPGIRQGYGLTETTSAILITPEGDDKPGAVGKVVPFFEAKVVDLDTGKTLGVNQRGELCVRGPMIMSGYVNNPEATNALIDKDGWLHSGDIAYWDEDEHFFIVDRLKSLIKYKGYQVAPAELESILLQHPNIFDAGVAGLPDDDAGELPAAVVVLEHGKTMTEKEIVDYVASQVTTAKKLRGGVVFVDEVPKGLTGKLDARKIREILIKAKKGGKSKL
#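 Purified P. pyralis luciferase (10nM final) with 10uM D-luciferin and 10uM ATP (Km levels) in 50mM Tris acetate pH 7.5, 10mM Mg acetate, 0.01% Tween-20, 0.05% BSA; qHTS 6-point titration, ~60 µM downward; luminescence read.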
# NPC1 prom act: activators of NPC1 promoter | Huh7 NPC1 promoter luciferase reporter, 24 h | actives 2.4% (n = 320,000) | Potency, µM (doses to about 9.22 µM), for inactives: at the top dose activation, most hits filed as activators | AID 485313;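 also: potency is read from the fitted curve at half-maximal effect; % of control where 0% means no effect; nearly all actives have a fitted effect of over 60% in size; reporter is driven by a mutant NPC1 promoter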
#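 Luminescence read-out of NPC1 promoter-driven luciferase in stably transfected Huh7 cells; compounds delivered in DMSO and left 24 h at 37C, 5% CO2, qHTS titration format.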
# Tb PFK block: T. brucei PFK enzyme inhibition. O15648. T. brucei PFK, ADP-Glo luminescence. Potency, µM (highest dose often 57.5 µM), without a hit: top-dose activity, negative = inhibition, most hits filed as inhibitors. actives 0.17% (n = 330,000);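 also: potency is read from the fitted curve at half-maximal effect; 0% = uninhibited 1x PFK enzyme wells and -100% = no-enzyme wells; nearly all actives have a fitted effect of over 60% in size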
#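 1.25 nM PFK with 0.5 mM F6P and 0.1 mM ATP in 0.1 M TEA pH 8.0, 5 mM MgCl2, incubated 45 min at room temperature; ADP measured by ADP-Glo luminescence; compounds titrated up to 57 uM.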
# TRPV1 ag: human TRPV1 agonism; TRPV1-expressing cells, Fluo-8 calcium influx, agonist mode; actives 0.19% (n = 320,000); activation, % at 8.33 µM; in the data active = activation above about 80%; inconclusive = between about 30% and that limit; also: 0% is about no effect
#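 TRPV1-expressing cells were cultured overnight at 35.5C and loaded with Fluo-8 calcium dye for 40 to 90 min at room temperature. After a 10 s baseline, compound was added and calcium influx was read kinetically for 3 min (ex 480/em 520 nm).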
# p53 reactivator: mutant p53 re-activation in reporter cells; Potency, µM (doses to about 92.2 µM), for the others: at the highest dose activity change, positive = activation, usual class: activators; H1299 p53-A138V BP100-luciferase reporter, luminescence, 24 h; actives 0.063% (n = 320,000); also: potency is read from the fitted curve at half-maximal effect; % of control where 0% means no effect; nearly all actives have a fitted effect of over 45% in size
#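 H1299 (p53-null), stable ts p53-A138V + BP100-Luc; 1000 cells/well, Opti-MEM/10% FBS; cpd 4 pt, 1:5; 24 h, 37 deg C, 5% CO2; detection reagent 10 min RT; luminescence.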
# RORg inh: blocks mouse ROR gamma transcriptional activity; P51450; Drosophila S2 Gal4-RORgamma UAS-luciferase reporter, 20 h; Potency, µM (doses to about 53.6 µM), for the others: at the highest dose activity change, negative = inhibition, usual class: inhibitors; actives 5.4% (n = 310,000); AID 2551; also: potency is read from the fitted curve at half-maximal effect; % is scaled to controls: 0 for no effect and ±100 for the full control effect; nearly all actives have a fitted effect of over 60% in size
# Target sequence (P51450 whole entry, looked up, the tested form may be a part): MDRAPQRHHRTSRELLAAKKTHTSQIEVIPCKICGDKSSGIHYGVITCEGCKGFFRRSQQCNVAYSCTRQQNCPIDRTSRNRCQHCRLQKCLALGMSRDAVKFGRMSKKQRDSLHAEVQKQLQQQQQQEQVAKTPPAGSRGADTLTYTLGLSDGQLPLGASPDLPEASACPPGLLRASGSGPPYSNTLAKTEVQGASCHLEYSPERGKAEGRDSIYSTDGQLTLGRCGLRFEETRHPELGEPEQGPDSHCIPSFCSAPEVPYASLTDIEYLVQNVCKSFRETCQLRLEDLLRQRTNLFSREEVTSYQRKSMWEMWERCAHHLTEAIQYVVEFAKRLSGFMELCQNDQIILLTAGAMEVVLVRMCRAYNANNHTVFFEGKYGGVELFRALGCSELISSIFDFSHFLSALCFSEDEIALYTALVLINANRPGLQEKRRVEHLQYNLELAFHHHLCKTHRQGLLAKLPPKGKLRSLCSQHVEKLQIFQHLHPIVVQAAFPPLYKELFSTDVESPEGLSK
#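 Drosophila S2 cells stably expressing Gal4-DBD/mouse RORγ fusion under metallothionein promoter plus UAS-luciferase; compound 1 h, then 700 uM CuSO4 induction for 20 h at ambient temperature; inhibition read as reduced luminescence.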
# Numbers without * were called inactive; ? = inconclusive; · = no result given; [ ] = dose if it differs, or a comment. Unless noted, calls follow the shape of the dose curve; as a rule, active = well fitted curve in the direction sought with a large enough effect; inconclusive = small, poorly fitted or top-dose-only effect, or another doubt; inactive = no such curve, though single readings can be large; an effect the other way counts as inactive or inconclusive.
cpd	SMILES	Rab9 prom act	ELG1 repair inh	BRCA1 expr up	ELG1 genotoxic	VP16 counter	FLuc modulator
1	CCOc1ccccc1CN1CCN(CCCn2cccn2)CC1CCO (centres undefined)	2%	3%	-16%	-4%	-3%	-2%
2	COc1ccccc1NC(=O)c1ccc(NC(=O)COC(=O)c2ccc(O)cc2)cc1	-4%	-22%	6%	-2%	·	·
3	Cc1cccc(C)c1N(CC(=O)N1CCCC1)S(C)(=O)=O	-2%	0%	2%	-4%	-7%	2%
4	O=C(O)c1ccc(S(=O)(=O)N(Cc2ccccc2)Cc2ccccc2)cc1	-14%	0%	8%	-1%	-3%	2%
5	O=C1NC(=O)C2(COC(c3cccnc3)OC2)S1 (centres undefined)	-12%	10%	6%	2%	-4%	-1%
6	Cc1cccc(NS(=O)(=O)c2ccc(C)c(C(=O)N(C)C3CCN(C)CC3)c2)c1	-1%	?	19%	0%	·	-1%
7	CC(=O)N1CCOc2ccc(S(=O)(=O)NCc3ccccc3Cl)cc21	-6%	-10%	-5%	-3%	2%	5%
8	Cc1nnc(SC(C)C(=O)N2CCc3ccccc32)s1 (centres undefined)	-9%	16%	14%	1%	-5%	4%
9	O=c1[nH]c2cccc(Cl)c2n(CCNc2ncc(C(F)(F)F)cc2Cl)c1=O	0%	20%	-48%	-3%	?	1%
10	CC(=O)c1c(C)[nH]c(C(=O)OCC(=O)NNC(=O)c2ccc([N+](=O)[O-])cc2)c1C	·	12%	-26%	2%	·	·
11	Cc1cc(C(=O)COc2ncnc3sccc23)c(C)n1C	?	?	?	18µM*	-5%	17µM*
12	Cc1ccccc1NC(=O)Cc1nnc(N)s1	2%	-8%	-13%	-1%	0%	0%
13	COc1ccc(NC(=O)Nc2ccc(F)c(Cl)c2)cc1	2.8µM*	?	?	4%	?	?
14	Cc1ccc(N/N=C(\C#N)C(N)=S)c(C)c1	1%	12%	0%	0%	?	?
15	Cc1sc(NC(=O)c2ccco2)c(C(c2ccccc2)N2CCC(C)CC2)c1C (centres undefined)	2%	?	-15%	-5%	22%	1%

cpd	NPC1 prom act	Tb PFK block	TRPV1 ag	p53 reactivator	RORg inh
1	-2%	4%	2	3%	0%
2	-4%	-9%	6	-3%	·
3	?	2%	2	·	-30%
4	2%	0%	2	3%	2%
5	0%	-5%	-7	-7%	-33%
6	-1%	4%	0	-7%	·
7	-3%	1%	8	-6%	-18%
8	0%	0%	1	8%	21%
9	-6%	13%	2	4%	?
10	·	12%	·	0%	·
11	?	1%	1	?	23%
12	0%	-2%	·	0%	-5%
13	3.5µM*	-24%	20	15%	?
14	8%	-7%	-4	28%	?
15	-9%	1%	?	0%	19%

# 3 of the entries above in order of the NPC1 prom act value, rising:
no. | SMILES | Rab9 prom act | NPC1 prom act | Tb PFK block | TRPV1 ag | p53 reactivator | RORg inh
15 | Cc1sc(NC(=O)c2ccco2)c(C(c2ccccc2)N2CCC(C)CC2)c1C (centres undefined) | 2% | -9% | 1% | ? | 0% | 19%
6 | Cc1cccc(NS(=O)(=O)c2ccc(C)c(C(=O)N(C)C3CCN(C)CC3)c2)c1 | -1% | -1% | 4% | 0 | -7% | ·
8 | Cc1nnc(SC(C)C(=O)N2CCc3ccccc32)s1 (centres undefined) | -9% | 0% | 0% | 1 | 8% | 21%

# New compounds follow:
cpd	SMILES	Rab9 prom act	ELG1 repair inh	BRCA1 expr up	ELG1 genotoxic	VP16 counter	FLuc modulator
16	O=C(CSc1nnc(CCCN2C(=O)c3cccc4cccc(c34)C2=O)n1-c1ccccc1)N1CCN(CCO)CC1	-1%	?	32%	1%	-1%	8%
17	CC(OC(=O)c1ccc(NC(N)=O)cc1)C(=O)Nc1ccc2c(c1)OCCO2 (centres undefined)	·	-3%	-10%	0%	·	·
18	Cc1ccc2nnn(Cc3cccc(C(C)(C)C)c3O)c2c1	-3%	-2%	0%	2%	·	4%
19	Cc1ccc(SC[C@H](Cc2ccccc2)N2CC[C@@H](NC(=O)OCc3ccccc3)CCC2=O)cc1	4%	-30%	·	-10%	-2%	3%
20	CCC(=O)Nc1cccc(NC(=O)CN2CCN(c3ccccc3OC)CC2)c1	10%	-14%	-9%	1%	3%	-2%
21	CCCN(C(=O)CCc1ccc(OC)cc1)c1c(N)n(Cc2ccccc2)c(=O)[nH]c1=O	·	9%	12%	2%	·	·
22	CN1CCN(C(=O)/C=C/c2ccc(Cl)cc2)CC1	-6%	?	20%	3%	-7%	-10%
23	COc1ccc(NC(=O)COC(=O)/C=C/c2ccccc2[N+](=O)[O-])cc1OC	1%	-5%	0%	2%	-13%	-3%
24	CCOC(=O)C1CCCN(CC(=O)N(C)c2c(N)n(Cc3ccccc3)c(=O)[nH]c2=O)C1 (centres undefined)	·	13%	5%	0%	·	·
25	CC1CC(C)CN(C(=O)COC(=O)Cc2ccc(Cl)cc2)C1 (centres undefined)	0%[1.84 µM]	16%	2%	-1%	-2%	1%
26	CCN1CCN(c2ccc(S(=O)(=O)N3CCCCC3)cc2NC(=O)c2ccc(OC(F)F)cc2)CC1	-7%	-2%	-4%	-4%	·	2%
27	Cc1nc2ccccc2c(=O)n1/N=C/c1cn(-c2ccccc2)nc1-c1cccs1	26%	?	0%	-1%	-8%	2.7µM*
28	Cc1cc(Br)ccc1OCC(=O)NNC(=O)CCc1ccccc1	-4%	-3%	-20%	1%	-10%	-1%
29	C/C(=C\c1cccc(Cl)c1)C(=O)c1c(C)cc(C)[nH]c1=O	0%[1.84 µM]	?	-21%	-12%	?	0%
30	CSc1ccc(CNCc2ccc3c(c2)OCO3)cc1	-2%	1%	5%	-10%	-5%	8%

cpd	NPC1 prom act	Tb PFK block	TRPV1 ag	p53 reactivator	RORg inh
16	-3%	-1%	-2	-3%	-31%
17	·	2%	·	7%	·
18	0%	0%	4	9%	·
19	-10%	4%	15	10%	?
20	-1%	2%	4	5%	2%
21	·	0%	·	-1%	·
22	6%	3%	?	12%	29%
23	-3%	13%	0	3%	14%
24	·	0%	·	1%	·
25	-7%	-19%	1	12%	32%
26	-1%	-1%	-2	3%	·
27	19%	7%	0	13%	?
28	-4%	-6%	1	-2%	5%
29	-7%	1%	1	7%	?
30	-5%	1%	5	-1%	19%

# Reprinted at random: 2 entries already listed
cpd	SMILES	Rab9 prom act	ELG1 repair inh	BRCA1 expr up	ELG1 genotoxic	VP16 counter	FLuc modulator
28	Cc1cc(Br)ccc1OCC(=O)NNC(=O)CCc1ccccc1	-4%	-3%	-20%	1%	-10%	-1%
16	O=C(CSc1nnc(CCCN2C(=O)c3cccc4cccc(c34)C2=O)n1-c1ccccc1)N1CCN(CCO)CC1	-1%	?	32%	1%	-1%	8%

cpd	NPC1 prom act	Tb PFK block	TRPV1 ag	p53 reactivator	RORg inh
28	-4%	-6%	1	-2%	5%
16	-3%	-1%	-2	-3%	-31%

# Next part
cpd	SMILES	Rab9 prom act	ELG1 repair inh	BRCA1 expr up	ELG1 genotoxic	VP16 counter	FLuc modulator
31	COc1ccc(NCc2nnc(SCc3ccc(Cl)cc3)n2-c2ccccc2)cc1	6%	?	-59%	-3%	0%	-4%
32	Cn1ncc([N+](=O)[O-])c1C(=O)Nc1cccc(Cl)c1	-1%	4%	-43%	-1%	-18%	-4%
33	Cc1ccc(C(=O)COC(=O)CN2C(=O)C3C4CCC(C4)C3C2=O)cc1C (centres undefined)	6%	3%	12%	-3%	·	-19%
34	Cc1occc1-c1nnc(SCC(=O)NC2CCCCC2)o1	0%	?	6%	0%	·	1%
35	CCc1nnc(NC(=O)CSc2ncc(-c3ccccc3)[nH]2)s1	1%	?	8%	4%	?	?
36	CC(C)=CCC1=C(OCC(=O)O)C(=O)c2ccccc2C1=O	8%	-26%	-81%	-1%	2.2µM*	4%
37	Cc1ccccc1OCC(=O)NNC(=O)c1ccc(-n2cncn2)c([N+](=O)[O-])c1	-2%	?	-34%	-7%	·	2%

cpd	NPC1 prom act	Tb PFK block	TRPV1 ag	p53 reactivator	RORg inh
31	3%	-17%	-8	1%	?
32	6%	-2%	2	24%	2%
33	1%	3%	6	·	·
34	-2%	7%	8	12%	·
35	-2%	3%	-3	-1%	6.3µM*
36	-3%	-9%	-1	-18%	?
37	-2%	-2%	-2	8%	·
